Runt-SMMHC FRET – Runt domain-CBFb-SMMHC interaction inhibition | AID 1434 | 220,000 tested, 0.74% active | Q01196+Q13951 | inhibition, % at 20 µM | Cerulean-Runt/Venus-CBFb-SMMHC FRET ratio 530/480, 1 h;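 active = mean inhibition across duplicate retests at 20 µM reaching about 50%, limit read from the data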;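 also: 0% = DMSO wells and 100% = wells with excess untagged CBFb-SMMHC; inhibitors lower the FRET ratio by blocking Runt binding to CBFb-SMMHC; some results filed as inactive read as strong as hits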
Tb hexokinase – blocks Trypanosoma brucei hexokinase 1 activity. 220,000 tested, 0.11% active. AID 1430. inhibition, % at 10 µM. recombinant TbHK1, G6PDH-coupled NADH A340;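 active = inhibition of 50% or more in the single-dose primary screen; inactive = inhibition below 50%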
RBBP9 inhibitor – human RBBP9 hydrolase inhibition; recombinant RBBP9, FP-Rh probe fluorescence polarization; inhibition, % at 7.94 µM; 220,000 tested, 0.2% active;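 active = inhibition above the campaign mean of all tested compounds plus 3 SD, cut at about 14% in these data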;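 also: plate controls were DMSO wells with RBBP9 for no effect and wells lacking RBBP9 protein for full effect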
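Test system: recombinant human RBBP9; Timing: 30 min then 45 min, 25 °C; Detection: fluorescence polarization; Control set: RBBP9 with DMSO as uninhibited control, no-protein wells as full inhibition; Compound dosing: one concentration, 7.94 µM nominal, 0.794% DMSO; Probe or stimulus: FP-Rh activity-based probe, 375 nM before mixing.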
p47phox inh – inhibitors of human p47phox binding; inhibition, % at 24.7 µM; P14598; p47phox/p22phox peptide binding, fluorescence polarization, 2 h; 220,000 tested, 0.53% active;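 active = inhibition above about 30%, limit read from the data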;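 also: 0% = p47phox with labelled peptide and 100% = labelled peptide alone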
EBV gp42 block – EBV gp42 inhibition | Fluorescence polarization binding assay, mP read-out | inhibition, % (tested at 21.74 µM) | 220,000 tested, 0.42% active | AID 1085; in the data active = inhibition above about 50%
Target sequence (Q1HVG2 whole entry, looked up): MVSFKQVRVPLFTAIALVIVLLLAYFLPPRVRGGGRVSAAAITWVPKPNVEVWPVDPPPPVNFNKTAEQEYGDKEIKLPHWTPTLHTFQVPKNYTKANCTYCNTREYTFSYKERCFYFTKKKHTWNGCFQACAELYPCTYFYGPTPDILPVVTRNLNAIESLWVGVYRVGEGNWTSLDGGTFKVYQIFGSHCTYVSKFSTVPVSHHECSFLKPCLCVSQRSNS
p97 inhibitor – human p97 ATPase inhibition; recombinant p97 ATPase, Kinase-Glo ATP luminescence, 3 h; inhibition, % at 8 µM; 220,000 tested, 0.42% active; AID 1481; in the data active = inhibition above about 15%;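 also: 0% = DMSO vehicle and 100% = wells lacking enzyme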
Target sequence (P55072 whole entry, looked up): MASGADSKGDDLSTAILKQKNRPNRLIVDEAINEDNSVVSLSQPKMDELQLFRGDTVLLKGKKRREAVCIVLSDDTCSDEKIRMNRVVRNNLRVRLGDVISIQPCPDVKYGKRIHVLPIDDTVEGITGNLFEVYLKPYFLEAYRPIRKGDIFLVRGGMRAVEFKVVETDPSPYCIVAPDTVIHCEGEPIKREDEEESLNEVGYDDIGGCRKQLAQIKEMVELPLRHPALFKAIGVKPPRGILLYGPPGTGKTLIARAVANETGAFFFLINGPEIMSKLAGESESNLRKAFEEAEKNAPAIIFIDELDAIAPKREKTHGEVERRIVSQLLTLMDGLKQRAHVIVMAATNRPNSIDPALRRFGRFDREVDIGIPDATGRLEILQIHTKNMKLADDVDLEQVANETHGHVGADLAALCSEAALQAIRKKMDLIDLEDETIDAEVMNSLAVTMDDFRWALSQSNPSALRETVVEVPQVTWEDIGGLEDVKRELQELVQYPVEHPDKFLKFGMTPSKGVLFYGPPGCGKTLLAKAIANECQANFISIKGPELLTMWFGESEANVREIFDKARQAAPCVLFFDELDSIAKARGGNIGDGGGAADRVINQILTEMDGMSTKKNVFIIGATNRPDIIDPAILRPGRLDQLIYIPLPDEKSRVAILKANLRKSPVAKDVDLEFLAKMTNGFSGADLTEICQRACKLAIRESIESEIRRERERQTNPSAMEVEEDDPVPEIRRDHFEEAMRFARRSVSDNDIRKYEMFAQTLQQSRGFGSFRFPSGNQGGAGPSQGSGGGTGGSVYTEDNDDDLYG
Runt-CBFb FRET – blocks binding of human RUNX1 Runt domain to CBFb; 220,000 tested, 0.46% active; Cerulean-Runt/Venus-CBFb FRET ratio 530/480, 1 h; inhibition, % at 20 µM; Q01196+Q13951;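 active = inhibition over about 50% at 20 µM in the single-dose screen, limit read from the data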;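 also: 0% = DMSO wells and 100% = excess unlabeled CBFb competitor control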
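System: Cerulean-labeled Runt domain protein | Quantity: 100 nM of each labeled protein | Schedule: 1 h compound exposure, room temperature | Detection: Fluorescence energy transfer, 422 nm excitation, 530/480 nm emission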
Furin inh – inhibitors of human furin | purified furin, fluorogenic substrate cleavage | P09958 | 220,000 tested, 0.061% active | inhibition, % at 30 µM; in the data active = inhibition above about 25%; also: inactives centre near -15
m-calpain inh – inhibitors of pig calpain II; purified calpain II, fluorogenic peptide substrate, 30 min; 220,000 tested, 0.37% active; inhibition, % at 16 µM;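 active = inhibition above about 50%, limit read from the data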
An asterisk follows results filed as active; i = inactive; nt = no result given; & = joins results of further samples; [ ] = remark or other dose.

Below each SMILES – Runt-SMMHC FRET	Tb hexokinase	RBBP9 inhibitor	p47phox inh	EBV gp42 block	p97 inhibitor	Runt-CBFb FRET	Furin inh	m-calpain inh
- CCCc1nc2ccccc2n2cc3c(=O)n(C)c(=O)n(C)c3c12
 : nt	-6	-5	nt	nt	4	nt	-20[20 µM]	nt
- Cc1nn(-c2ccccc2)c(Cl)c1/C=N/NC(=O)OC(C)(C)C
 : -2	3	0	-7	-12	3	-3	23	15
- CC(C)CCNC(=O)C1CCCN1C(=O)NC1CCCCC1 (stereo not drawn)
 : -1	5	-11	-3	-4	-6	-1	-3[20 µM]	-10
- CCOC(=O)C1CCN(c2c(NCc3ccc(C(=O)N(C)Cc4ccccc4)cc3)c(=O)c2=O)CC1
 : 0	2	-3	2	-1	3	2	-24	16
- CCOc1ccc(CN2CCN(Cc3ccon3)CC2CCO)cc1 (stereo not drawn)
 : 3	-4	-6	-10	-22	3	0	-25	-3
- O=C(NCc1ccc(F)cc1)C1CCCN(c2nc3ccsc3c(=O)s2)C1 (stereo not drawn)
 : -3	1	-5	-5	-13	7	2	-29	-43
- CCNc1nc(NC(C)C)nc(NS(=O)(=O)c2ccc(Cl)cc2)n1
 : 3	18	-6	-7	-4	3	0	-24	2
- CC(=O)Nc1ccc2nc(SCC(=O)NCCOc3ccccc3)sc2c1
 : 6	-5	-4	-2	-8	-1	nt	-23	-11
- COc1cc(C(=O)O/N=C(\N)Cc2ccc([N+](=O)[O-])cc2)cc(OC)c1OC
 : 0	-7	-6	0	-6	4	2	-21	0
- O=C(O)CSc1nnc(COc2ccc([N+](=O)[O-])cc2)n1-c1ccccc1
 : -1	-11	0	1	-12	2	-1	-20	-15
- O=C(/C=C/c1ccc2c(c1)OCO2)NCc1ccncc1
 : -3	-38	1	-10	-12	6	2	-8	-32
- COc1ccc(N2CCN(CC(O)COc3ccc4c(c3)CCC4)CC2)cc1 (stereo not drawn)
 : -1	-2	-6	-6	-18	-3	1	-16[20 µM]	18
- COc1ccc(C(=S)N2CCN(c3cccc(Cl)c3)CC2)cc1
 : -1&0	-7&2	-1&-7	-52&-19	-4&-2	4&5	-1&-1	-11&-22	12&3
- COc1ccc(-c2n[nH]c(=S)n2-c2ccc(C)cc2)cc1
 : 21	-7	-3	2	-2	7	2	-25	-12
- CC(=O)Nc1ccc(S(=O)(=O)N2CCN(C(=O)CCC3CCCC3)CC2)cc1
 : 1	-2	3	0	10	3	-1	-10	-7
- N#Cc1c(NC(=O)CSc2nnc(-c3ccco3)n2-c2ccccc2)sc2c1CCC2
 : 13	6	-1	-48	-16	1	12	-13[20 µM]	-52
- CCC1CCCCN1C(=S)Nc1cccc(S(=O)(=O)N(C)C)c1 (stereo not drawn)
 : 3	-1	-1	-17	-6	4	2	-27	0
- O=C(OCc1ccccc1)C1CCCN1C(=O)c1ccccc1[N+](=O)[O-] (stereo not drawn)
 : 0	2	-4	-9	-2	-3	-1	-3[20 µM]	19
- CCOC(=O)N1CCN(C(=S)NC2CCCCC2)CC1
 : 3	-3	-6	-7	-16	1	2	-20	-8
- O=C(O)c1ccccc1C(=O)NCCc1c(C(=O)O)[nH]c2ccc(Cl)cc12
 : 3	-8	0	0	0	2	-1	-11	2
- C(=C\c1ccccc1)/C=N/Nc1nncc(-c2ccccc2)n1
 : -1	-20	-7	0	-1	-1	0	-11	12
- COC(=O)CCCCCN1C(=O)NC(c2ccc(-c3ccccc3)cc2)C(C(=O)OCc2ccccc2)=C1C (stereo not drawn)
 : -1	22	-12	-6	-5	8	-4	-5	0
- CCOc1ccc(OCC)c(NC(=O)CN2CCN(c3cccc(C)c3)CC2)c1
 : -8	5	-8	-5	-10	-7	-1	-14	3
- CCC(=O)c1ccc(OCc2ccc(C(=O)OC)cc2)cc1
 : -2	-1	2	4	-5	8	-2	-20	4
- O=[N+]([O-])c1ccccc1/C=N/N1CCN(c2ccccn2)CC1
 : 0	-3	-7	-10	-2	2	-1	-20[20 µM]	2
- CCCn1c(SCC(=O)c2ccc3c(c2)OCCO3)nnc1C(C)C
 : -4	-8	-7	-9	-11	-1	-1	-18	33
- CCOC(=O)CNC(=O)Cn1cnc2c(nnn2-c2ccc(F)cc2)c1=O
 : 2	-1	-6	2	8	6	-1	-22	9
- CSc1nc(Oc2ccc(F)cc2)c2ccccc2n1
 : -8	3	4	-8	-11	4	-4	-7[20 µM]	-3
- Cn1cccc1C(=O)NC(=O)COC(=O)c1ccccc1Sc1ccccc1C#N
 : 0	-11	-4	-91	-13	-1	1	-11	-7
- O=C(COC(=O)C1CC1)Nc1ccc(N=Nc2ccccc2)cc1
 : -2	-5	-10	-7	-10	-5	-2	3	14
- CC1(C)CC(=O)C2=C(C1)OC(N)=C(C#N)C21C(=O)N(Cc2ccccc2Cl)c2ccccc21 (stereo not drawn)
 : 3	-10	2	-18	-16	1	1	-18[20 µM]	-76
- Cc1noc(C)c1CCC(=O)O
 : 2	2	2	-6	-5	3	0	-9	-3
- Cc1cccc(NC(=O)/C(C#N)=C\c2cc(C)n(-c3ccc(C(=O)O)cc3)c2C)c1
 : 1	-18	0	-9	-7	4	1	-18	7
- COCCN(C(=O)c1ccccc1OC)c1nnc(C)s1
 : 2	0	4	-2	-1	-1	-1	-11	-4
- Cc1cccc(C)c1N1CCN(S(=O)(=O)N2CCOCC2)CC1
 : 8	3	5	-7	-10	0	4	-5[20 µM]	-3
- O=C(CC1NCCN(Cc2ccccc2)C1=O)Nc1ccccc1 (stereo not drawn)
 : 0	-11	-1	-18	-9	4	0	-19	-16
- Cc1nnc(SCC(=O)Nc2ccc(S(=O)(=O)N3CCCCC3)cc2)s1
 : 0	3	-5	-10	-12	0	-3	-12[20 µM]	-21
- Cc1cc(=O)c2c(C)ccc(C)c2[nH]1
 : 1	-16	-9	-10	-7	5	-1	-52	-27
- CCc1c(C)sc(NC(=O)c2cc(-c3ccco3)on2)c1C#N
 : 0	-8	-9	-11	-14	3	8	-11	-24
- CNC(=O)c1cc2cc(Br)ccc2s1
 : 0	1	-10	-1	2	1	-1	-17	-4
- CCN(CC)S(=O)(=O)c1ccc(-c2ccc(S(=O)(=O)N(CC)CC)cc2)cc1
 : 0	-7	-9	-18	9	-6	-1	-12[20 µM]	21
- Cc1nn(C)c(C)c1S(=O)(=O)N(CC(=O)N1CCc2ccccc21)c1ccc(C(C)C)cc1
 : -3	-20	-3	-19	-4	-2	-6	-10	-32
- Cc1nccn1CC(O)COC1CCCCC1 (stereo not drawn)
 : 2	1	-1	-19	-11	1	1	-21[20 µM]	-30
- CC1CCC2(CC1)SCC(=O)N2c1ccc(F)cc1 (stereo not drawn)
 : -2	-9	0	-9	-23	5	3	-23	7
- O=c1c2ccccc2[nH]c(=S)n1Cc1ccc2c(c1)OCO2
 : -12	-10	-6	-4	11	-4	1	-7	14
- Cc1ccc(NC(=O)COc2ccc(C(=O)NCCc3ccccc3)cc2)cc1
 : nt	0	-2	nt	nt	-8	nt	-4[20 µM]	nt
- Cc1ccc(-c2nnc3c4ccccc4c(C)nn23)cc1NC(=O)c1ccco1
 : nt	-9	-2	nt	nt	0	nt	-12[20 µM]	nt
- NC(=O)CSc1nnc2sc3ccccc3n12
 : 1	-2	-10	-9	-21	0	-2	-28	-12
- CCOc1ccc2nc(NCCCNS(=O)(=O)c3ccc(C)cc3)c(C#N)cc2c1
 : 102*	5	-2	7	11	3	6	-13[20 µM]	-11
- O=C(CCSc1ccc(Cl)cc1)N1CCOCC1
 : -2	9	-1	3	-11	0	-3	-38[20 µM]	-12
- COc1ccc(CNc2ncnc3cc(Cl)ccc23)cc1OC
 : -1	-16	-6	1	8	0	1	-14	-11
- CCOC(=O)CC1(CC(=O)OCC)NC(=O)c2c(C)sc(C(=O)OCC)c2N1
 : 4	-12	-6	-13	-5	-1	-3	-26[20 µM]	i
- C/C(=N/NC(=O)CNC(=O)c1ccccc1F)c1ccc2c(c1)CCCC2
 : 2	3	-3	-2	-12	2	-3	-22	21
- Cc1ccc(N/C(CSC(N)=O)=N\S(=O)(=O)c2ccc(C)cc2)cc1
 : -2	2	1	-4	-27	4	-1	-22[20 µM]	6
- CC(=O)N/C(=C\c1cccc([N+](=O)[O-])c1)C(=O)NC(C)C
 : -2	26	-8	-1	-2	6	0	-24	-1
- O=C(CCc1nc2cccnc2n1Cc1ccccc1)N1CCOCC1
 : -4	3	-4	1	-6	-1	2	-12[20 µM]	-46
- COC(=O)CCC(=O)NNC(=O)CCCOc1ccc(Cl)cc1Cl
 : -1	1	1	-4	-1	-1	0	-13[20 µM]	3
- CNc1nc(-c2ccc3c(c2)CCN3S(=O)(=O)c2ccccc2)c(C)s1
 : 11	-3	-7	-3	1	4	30	-8	-54
- COc1c(S(=O)(=O)NCCN2CCOCC2)ccc(Cl)c1Cl
 : 3	-5	-9	1	-1	-1	1	-20[20 µM]	20
- CCC(C)NC(=O)CN1C(=O)NC2(CCc3ccccc3C2)C1=O (stereo not drawn)
 : -4	-2	-2	-11	-10	5	0	-22	-20

An excerpt from the list above, for reference:
Below each SMILES – Runt-SMMHC FRET	Tb hexokinase	RBBP9 inhibitor	p47phox inh	EBV gp42 block	p97 inhibitor	Runt-CBFb FRET	Furin inh	m-calpain inh
- O=C(CCc1nc2cccnc2n1Cc1ccccc1)N1CCOCC1
 : -4	3	-4	1	-6	-1	2	-12[20 µM]	-46
- COC(=O)CCC(=O)NNC(=O)CCCOc1ccc(Cl)cc1Cl
 : -1	1	1	-4	-1	-1	0	-13[20 µM]	3
- CNc1nc(-c2ccc3c(c2)CCN3S(=O)(=O)c2ccccc2)c(C)s1
 : 11	-3	-7	-3	1	4	30	-8	-54
- COc1c(S(=O)(=O)NCCN2CCOCC2)ccc(Cl)c1Cl
 : 3	-5	-9	1	-1	-1	1	-20[20 µM]	20
- CCC(C)NC(=O)CN1C(=O)NC2(CCc3ccccc3C2)C1=O (stereo not drawn)
 : -4	-2	-2	-11	-10	5	0	-22	-20

Next compounds
Below each SMILES – Runt-SMMHC FRET	Tb hexokinase	RBBP9 inhibitor	p47phox inh	EBV gp42 block	p97 inhibitor	Runt-CBFb FRET	Furin inh	m-calpain inh
- CN1CCc2c(sc(/N=C/c3c[nH]c4ccccc34)c2C(N)=O)C1
 : 14	-20	-6	-18	-15	3	53*	-15	37
- Cc1cccc(-n2cnc(C(=O)NNC(=S)Nc3ccccc3)c2)n1
 : -1	6	-1	-6	-2	0	6	-27	44
- CCOC(=O)c1c(C)nc2sc(C(=O)Nc3ccccc3)c(N)c2c1-c1ccc(OC)cc1
 : -48	-25	-7	-10	-14	-4	-16	-11[20 µM]	-157
- Cn1cnnc1SCC(=O)Nc1ccc(OC(F)F)cc1
 : 0	-3	3	2	-3	1	0	-18	-16
- O=[N+]([O-])c1ccc(Cl)c(/C=N/N2CCN(C3c4ccccc4-c4ccccc43)CC2)c1
 : -4	-19	-7	-14	-17	-3	3	-8	-39
- C[C@@H]1CC=C[C@H]2[C@H]1C(=O)N(Cc1ccccc1)[C@H]2c1ccoc1
 : 2	-3	nt	-15	1	nt	1	-22	-22
- Cn1c(=O)[nH]c(=O)c2c1nc(Br)n2CCCCSc1nc2ccccc2o1
 : 0	-5	-3	0	-1	-7	-2	-15	-8
- O=C(CNC(=O)c1ccc(Cl)cc1)OCC(=O)N1CCCC1
 : 2	13	-10	2	8	-6	-1	-3	12
- O=S(=O)(c1ccccc1S(=O)(=O)N1CCCCC1)N1CCCCC1
 : -3	2	2	-13	-9	3	-13	-16	17
- COc1ccc(CCNC(=O)c2ccc(NS(=O)(=O)c3c(C)noc3C)cc2)cc1OC
 : 2	0	-3	-11	-5	6	-1	-19	-33
- O=C(N/N=C/c1ccccc1)c1ccc(OCc2ccccc2)cc1
 : -14	-3	3	nt	-8	1	-5	-24	-7

High-throughput results from PubChem BioAssay.
